Furin inh – human furin inhibitors, primary screen, biochemical, fluorescence intensity. P09958. purified furin, fluorogenic substrate cleavage. inhibition, % at 30 µM. hit rate 0.061% among 220,000; in the data active = inhibition above about 25%; also: inactives centre near -15
eIF4E 4G PPI – eIF4E–eIF4G protein interaction inhibitors, primary screen, biochemical, uHTS, TR-FRET, eIF4GI fragment. Eukaryotic translation initiation factor 4E (Mus musculus) + Eukaryotic translation …. TR-FRET eIF4E-eIF4GI(517-606) binding, 2 h. inhibition, % at 21.7 µM. hit rate 0.37% among 220,000. AID 782, 2007;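 also: 0% = full FRET control wells and 100% = background wells lacking eIF4GI fragment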
EBV gp42 inh – Epstein-Barr virus gp42 inhibitors, primary screen, biochemical, uHTS, fluorescence polarization; Fluorescence polarization binding assay, mP read-out; hit rate 0.42% among 220,000; inhibition, % (tested at 21.74 µM); in the data active = inhibition above about 50%
Target sequence (Q1HVG2 whole entry, looked up): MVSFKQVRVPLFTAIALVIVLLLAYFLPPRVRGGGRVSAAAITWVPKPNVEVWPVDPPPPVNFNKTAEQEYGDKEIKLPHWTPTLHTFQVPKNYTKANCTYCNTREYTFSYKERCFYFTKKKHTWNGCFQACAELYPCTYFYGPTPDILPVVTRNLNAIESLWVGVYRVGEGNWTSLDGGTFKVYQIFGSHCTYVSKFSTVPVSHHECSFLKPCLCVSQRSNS
NCF1 inh – p47phox/p22phox peptide binding inhibitors, primary screen, biochemical, uHTS, NADPH oxidase regulatory subunit | fluorescence polarization, 2 h | inhibition, % at 24.7 µM | hit rate 0.53% among 220,000;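 also: 0% = p47phox with labelled peptide and 100% = labelled peptide alone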
Target sequence (P14598 whole entry, looked up): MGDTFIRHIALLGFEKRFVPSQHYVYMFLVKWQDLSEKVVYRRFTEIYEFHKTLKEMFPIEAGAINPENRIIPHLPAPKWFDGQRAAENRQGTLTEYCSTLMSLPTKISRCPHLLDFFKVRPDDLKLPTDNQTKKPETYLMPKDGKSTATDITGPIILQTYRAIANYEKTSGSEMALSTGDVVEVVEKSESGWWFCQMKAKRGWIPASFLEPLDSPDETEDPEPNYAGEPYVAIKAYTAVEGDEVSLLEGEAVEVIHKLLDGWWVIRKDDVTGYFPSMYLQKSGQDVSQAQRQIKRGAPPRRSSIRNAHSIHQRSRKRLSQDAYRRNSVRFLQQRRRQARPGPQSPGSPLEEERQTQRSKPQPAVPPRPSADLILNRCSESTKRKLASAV
thrombin 1536 – human alpha-thrombin inhibitors, primary screen, counter-screen for coagulation protease inhibitor project, biochemical, 1536-well, fluorogenic AMC substrate; Prothrombin (Homo sapiens), P00734; Boc-VPR-AMC fluorogenic substrate cleavage; inhibition, % at 5 µM; hit rate 0.26% among 220,000; AID 1046, 2008;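 active = inhibition at or above 40%; inactive = inhibition below 40%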;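 also: 0% = enzyme with no compound and 100% = wells without enzyme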
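Material: human alpha-thrombin protein; Also added: Boc-VPR-AMC substrate, 15 µM final; Timing: enzyme reaction carried out at room temperature; Signal: fluorescence, ex 355 nm, em 460 nm; Measure: % inhibition of thrombin; Controls: enzyme without compound as high, wells lacking enzyme as low.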
Rad51 HR inh – human RAD51 strand exchange inhibitors, primary screen, biochemical, fluorescence | DNA repair protein RAD51 homolog 1 (Homo sapiens), Q06609 | hRad51 DNA strand exchange, fluorescence dequenching | inhibition, % at 10 µM | hit rate 0.085% among 200,000 | AID 1385, 2008;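 active = inhibition above 40% at the single screening dose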;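 also: 0% = DMSO control wells and 100% = blanks with heterologous ssDNA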
Target sequence (Q06609 whole entry, looked up): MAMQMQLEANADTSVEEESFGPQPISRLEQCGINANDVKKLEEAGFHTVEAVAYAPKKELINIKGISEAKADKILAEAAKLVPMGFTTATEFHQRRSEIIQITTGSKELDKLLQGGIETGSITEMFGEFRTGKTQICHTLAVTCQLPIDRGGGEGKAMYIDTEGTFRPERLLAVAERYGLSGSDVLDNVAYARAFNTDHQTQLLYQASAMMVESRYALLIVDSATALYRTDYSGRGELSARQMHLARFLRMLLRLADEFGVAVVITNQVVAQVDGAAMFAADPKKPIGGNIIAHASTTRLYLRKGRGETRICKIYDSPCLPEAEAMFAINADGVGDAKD
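Test system: preformed human Rad51 ssDNA filaments. Compound dosing: single dose, 10 µM final compound. Incubation: filaments 15 min 37 °C, then compound 30 min. Technique: FRET fluorescence dequenching, excitation 485 nm, emission 520 nm. Read-out basis: percent inhibition from fluorescence, normalised to plate control and blank means. Benchmarks: plate controls and plate blanks.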
Cl transport mod – KCC2 cotransporter modulators, thallium flux, primary screen, cell-based, HEK293 KCC2, FluoZin-2 fluorescence, MLSMR. Solute carrier family 12 member 5 (Homo sapiens), Q9H2X9. KCC2 cells, thallium flux FluoZin-2 fluorescence. B-score of Tl+ flux slope (higher = more flux/activation; lower = inhibition) at 10 µM. hit rate 2.2% among 190,000. AID 1456, 2008;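 active = thallium flux slope and its plate-corrected score both differing from the plate sample mean at a set confidence after two filtering rounds, in either direction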;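 also: slope of fluorescence scaled to starting intensity during 10 to 20 s after thallium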
KLK5 inh – human KLK5 protease inhibitors, primary screen, biochemical, 1536-well. recombinant hK5, fluorogenic AMC substrate cleavage. AID 873, 2007. hit rate 0.59% among 210,000. inhibition, % at 5 µM. Kallikrein-5 (Homo sapiens), Q9Y337;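 active = inhibition of 40% or more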;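 also: 0% = enzyme controls without compound and 100% = no-enzyme blanks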
14-3-3 Bad PPI – inhibitors of 14-3-3 zeta/Bad binding, primary screen, biochemical, TR-FRET, bovine 14-3-3 zeta; TR-FRET 14-3-3zeta/Dy647-pBad peptide displacement, 1 h; inhibition, % at 21.7 µM; hit rate 0.71% among 220,000; AID 781, 2007;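 active = inhibition above about 70%, limit read from the data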;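 also: 0% = full 14-3-3 plus peptide FRET controls and 100% = background without 14-3-3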
Numbers without * were called inactive; [ ] = another dose, or the depositor's remark.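 The calls were made as follows, unless noted: active = inhibition above about 30% (limit read from the data); inactive = the rest.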

For Cc1ccc(CSc2nnc([C@@H]3CCCN3C(=O)OC(C)(C)C)o2)cc1 the results were Furin inh -20, eIF4E 4G PPI -4, EBV gp42 inh -6, NCF1 inh 2, thrombin 1536 -6, Rad51 HR inh 7, Cl transport mod -1.8, KLK5 inh 4 and 14-3-3 Bad PPI -1.
`CN(Cc1cn(C)nc1-c1ccccc1F)C1CCOC1` (stereo not drawn) gave Furin inh -24, eIF4E 4G PPI 0, EBV gp42 inh -16, NCF1 inh 1, thrombin 1536 -5, Rad51 HR inh 3, Cl transport mod 0, KLK5 inh 7 and 14-3-3 Bad PPI -11.
For CCC(=O)Nn1cnc2c(c1=O)C1(CCCCC1)Cc1ccccc1-2 the results were Furin inh -21[20 µM], eIF4E 4G PPI -2, EBV gp42 inh -4, NCF1 inh -9, thrombin 1536 7, Rad51 HR inh 2, Cl transport mod 0.15, KLK5 inh -8 and 14-3-3 Bad PPI -2.
For CCC(c1ccccc1)c1nnc(NC(=O)c2ccco2)s1 (stereo not drawn) the results were Furin inh -27, eIF4E 4G PPI 4, EBV gp42 inh -5, NCF1 inh -15, thrombin 1536 -3, Cl transport mod 1.2, KLK5 inh 1 and 14-3-3 Bad PPI 1.
Screening Cc1ccc(NC(=O)CCC(=O)NNC(=O)NC2CCCCC2)c(C)c1 returned Furin inh -11, eIF4E 4G PPI -3, EBV gp42 inh 2, NCF1 inh 6, thrombin 1536 -1, Rad51 HR inh -7, Cl transport mod 1.2, KLK5 inh -8 and 14-3-3 Bad PPI -5.
Screening COc1ccc(CCNC(=O)COC(=O)/C=C/c2cc(OC)c(OC)c(OC)c2)cc1OC returned Furin inh -30, eIF4E 4G PPI 2, EBV gp42 inh -21, NCF1 inh -9, thrombin 1536 6, Rad51 HR inh -1, Cl transport mod -1.4, KLK5 inh -9 and 14-3-3 Bad PPI -3.
Cc1ccccc1OCC(=O)NNC(=O)C1CCCCC1C(=O)O (stereo not drawn) was read as Furin inh -23, eIF4E 4G PPI 1, EBV gp42 inh -20, NCF1 inh 3, thrombin 1536 -1, Rad51 HR inh 3, Cl transport mod 0.42, KLK5 inh -8 and 14-3-3 Bad PPI 7.
Screening Cc1ccc(CN2C(=O)C3CCCN3c3ccc(C#N)cc32)cc1 (stereo not drawn) returned Furin inh -10, eIF4E 4G PPI 8[fluorescence artefact?], EBV gp42 inh -33, NCF1 inh -89, thrombin 1536 -1, Rad51 HR inh -3, KLK5 inh -30 and 14-3-3 Bad PPI -6[fluorescence artefact?].
For CCOC(=O)C1=C(C)NC2=C(C(=O)C(C(=O)OCC)C(c3ccccc3OC)C2)C1c1ccccn1 (stereo not drawn) the results were Furin inh 3[20 µM], eIF4E 4G PPI -1, EBV gp42 inh -21, NCF1 inh -1, thrombin 1536 2, Rad51 HR inh -8, Cl transport mod -2.9, KLK5 inh -2 and 14-3-3 Bad PPI 0.
`O=c1nc(N2CCCC2)nc(Nc2ccccc2)[nH]1` gave Furin inh -18[20 µM], eIF4E 4G PPI 0[fluorescence artefact?], EBV gp42 inh -14, NCF1 inh -15, thrombin 1536 -10, Cl transport mod 0.26, KLK5 inh -2 and 14-3-3 Bad PPI 10[fluorescence artefact?].

Next section; the last two above are carried over.
For CCOC(=O)C1=C(C)NC2=C(C(=O)C(C(=O)OCC)C(c3ccccc3OC)C2)C1c1ccccn1 (stereo not drawn) the results were Furin inh 3[20 µM], eIF4E 4G PPI -1, EBV gp42 inh -21, NCF1 inh -1, thrombin 1536 2, Rad51 HR inh -8, Cl transport mod -2.9, KLK5 inh -2 and 14-3-3 Bad PPI 0.
`O=c1nc(N2CCCC2)nc(Nc2ccccc2)[nH]1` gave Furin inh -18[20 µM], eIF4E 4G PPI 0[fluorescence artefact?], EBV gp42 inh -14, NCF1 inh -15, thrombin 1536 -10, Cl transport mod 0.26, KLK5 inh -2 and 14-3-3 Bad PPI 10[fluorescence artefact?].
Screening C=CCn1c(=NC(=O)c2cccs2)sc2cccc(OC)c21 returned Furin inh -11, eIF4E 4G PPI -2, EBV gp42 inh -4, NCF1 inh -6, thrombin 1536 16, Cl transport mod -1.2, KLK5 inh 19 and 14-3-3 Bad PPI 10.
Screening COc1ccc(NS(=O)(=O)c2ccc(O)c(NC(=O)c3ccc(S(=O)(=O)N4CCCCCC4)cc3)c2)cc1 returned Furin inh -9, eIF4E 4G PPI 1, EBV gp42 inh -4, NCF1 inh -1, thrombin 1536 -1, Rad51 HR inh 2, Cl transport mod 0.78, KLK5 inh -20 and 14-3-3 Bad PPI -25[fluorescence artefact?].
Cn1c(=O)oc2cc(S(=O)(=O)N3CCCC(C(=O)N4CC=C(c5ccccc5)CC4)C3)ccc21 (stereo not drawn) was read as Furin inh -1, eIF4E 4G PPI -2, EBV gp42 inh -6, NCF1 inh 0, thrombin 1536 -11, Cl transport mod -1.4, KLK5 inh -34 and 14-3-3 Bad PPI 1.
Cc1nc2cc(NC(=O)NC(C)(C)C)ccc2n1C was read as Furin inh -14, eIF4E 4G PPI 3, EBV gp42 inh -9, NCF1 inh 2, thrombin 1536 -2, Rad51 HR inh 1, Cl transport mod -0.33, KLK5 inh 5 and 14-3-3 Bad PPI -5.
`CCS(=O)(=O)N1CCN(S(=O)(=O)c2ccccc2[N+](=O)[O-])CC1` gave Furin inh -5, eIF4E 4G PPI -3, EBV gp42 inh 9, NCF1 inh 3, Rad51 HR inh 3, Cl transport mod 2, KLK5 inh -4 and 14-3-3 Bad PPI -5.
`CCn1c(SCC(=O)C(C)(C)C)nnc1-c1ccccn1` gave Furin inh -4[20 µM], eIF4E 4G PPI 7, EBV gp42 inh -4, NCF1 inh -9, thrombin 1536 -7, Rad51 HR inh 10, Cl transport mod 0.0041, KLK5 inh -15 and 14-3-3 Bad PPI 0[fluorescence artefact?].
For Cn1cccc1Cc1nnc(SCC(=O)N2CCc3ccccc32)n1CCc1ccccc1 the results were Furin inh -16, eIF4E 4G PPI 4, EBV gp42 inh -22, NCF1 inh -9, thrombin 1536 -2, Rad51 HR inh -8, Cl transport mod -2.2, KLK5 inh -6 and 14-3-3 Bad PPI -1.
Screening COCCCNC(=S)N1CCN(Cc2ccc3c(c2)OCO3)CC1 returned Furin inh -8, eIF4E 4G PPI 5, EBV gp42 inh 2, NCF1 inh 3, thrombin 1536 -9, Rad51 HR inh -7, Cl transport mod 0.67, KLK5 inh 1 and 14-3-3 Bad PPI 52.
Screening COc1ccc(CNC(=O)CCCn2nc(C)c([N+](=O)[O-])c2C)cc1OC returned Furin inh -19, eIF4E 4G PPI 2, EBV gp42 inh -9, NCF1 inh -12, thrombin 1536 -2, Cl transport mod -0.39 and 14-3-3 Bad PPI -6.
For COCC(=O)N/N=C(\C)CC(=O)Nc1ccccc1C(N)=O the results were Furin inh -13, eIF4E 4G PPI -3, EBV gp42 inh -9, NCF1 inh -2, thrombin 1536 -7, Rad51 HR inh 1, KLK5 inh 4 and 14-3-3 Bad PPI -7.
`CCOC(=O)c1nnn(-c2ccccc2)c1C` gave Furin inh -22[20 µM], eIF4E 4G PPI 4[fluorescence artefact?], EBV gp42 inh -22, NCF1 inh -17, thrombin 1536 -4, Rad51 HR inh 2, Cl transport mod 0.13, KLK5 inh -18 and 14-3-3 Bad PPI -5.
For COc1cccc(Nc2nnc(SCC(=O)N3CC(=O)Nc4ccccc43)s2)c1 the results were Furin inh -12, eIF4E 4G PPI -13, EBV gp42 inh 3, NCF1 inh -14, thrombin 1536 -7, Rad51 HR inh 6, Cl transport mod -0.46, KLK5 inh -2 and 14-3-3 Bad PPI 2.
Screening Cc1cc(=O)oc2cc(NC(=O)C3CCCC3)ccc12 returned Furin inh -64, eIF4E 4G PPI 4, EBV gp42 inh 5, NCF1 inh -1, thrombin 1536 -5, Rad51 HR inh 6, Cl transport mod 0.14, KLK5 inh -23 and 14-3-3 Bad PPI 16.
`COc1ccc(C)cc1NC(=O)c1cc2ccccc2cc1OCC(=O)NCc1ccco1` gave Furin inh -6[20 µM], eIF4E 4G PPI -1, EBV gp42 inh 0, NCF1 inh -2, thrombin 1536 -1, Rad51 HR inh -14, Cl transport mod -0.79, KLK5 inh -13 and 14-3-3 Bad PPI 6[fluorescence artefact?].
For CCNc1nc(-c2cc3ccccc3o2)cs1 the results were Furin inh -10, eIF4E 4G PPI 5, EBV gp42 inh 3, NCF1 inh -5, thrombin 1536 -2, Rad51 HR inh 8, Cl transport mod 2.1, KLK5 inh -15 and 14-3-3 Bad PPI 16.
COc1ccc(-c2noc(-c3ccccc3C(=O)Nc3cccnc3)n2)cc1OC was read as Furin inh -5[20 µM], eIF4E 4G PPI 9, EBV gp42 inh -2, NCF1 inh -7, thrombin 1536 -3, Rad51 HR inh 6, KLK5 inh -12 and 14-3-3 Bad PPI 2.
For C/C(=N\OCC(=O)Nc1cc(C)cc(C)c1)c1ccc2c(c1)OCCO2 the results were Furin inh -14, eIF4E 4G PPI 1, EBV gp42 inh -32, NCF1 inh -21, thrombin 1536 -10, Rad51 HR inh 0, Cl transport mod 0.39, KLK5 inh -6 and 14-3-3 Bad PPI -2.
For CCCC(=O)Nc1cccc(-c2nc3ccccc3o2)c1 the results were Furin inh -16, eIF4E 4G PPI 4[fluorescence artefact?], EBV gp42 inh -7, NCF1 inh -15, thrombin 1536 -8, Rad51 HR inh -18, KLK5 inh -14 and 14-3-3 Bad PPI 54[fluorescence artefact?].
For Cc1nn(C)c(C)c1CN(Cc1nc(-c2ccc(F)cc2F)oc1C)C1CC1 the results were Furin inh -8, eIF4E 4G PPI 5, EBV gp42 inh -2, NCF1 inh -12, thrombin 1536 1, Rad51 HR inh -1, Cl transport mod 0.13, KLK5 inh -8 and 14-3-3 Bad PPI -4.
`COC(=O)C1=C(C)NC(C)=C(C(=O)OC)C1c1ccc(-c2cc(Cl)ccc2Cl)o1` gave Furin inh -15, eIF4E 4G PPI -3[fluorescence artefact?], EBV gp42 inh -47, NCF1 inh -52, thrombin 1536 2, Cl transport mod 0.48, KLK5 inh -18 and 14-3-3 Bad PPI -10.
`Cc1cc(C(=O)Nc2nnc(-c3ccccc3)s2)no1` gave Furin inh -9, eIF4E 4G PPI 2, EBV gp42 inh -13, NCF1 inh -12, thrombin 1536 -1, Rad51 HR inh -3, KLK5 inh 5 and 14-3-3 Bad PPI 2.
For N#CC1=C(N)Oc2n[nH]c(-c3ccccn3)c2C1c1c(F)cccc1Cl (stereo not drawn) the results were Furin inh -18[20 µM], eIF4E 4G PPI 1, EBV gp42 inh -14, NCF1 inh -12, thrombin 1536 4, Cl transport mod -0.28, KLK5 inh -25 and 14-3-3 Bad PPI 6.
Screening CC(=O)C1=C(O)C(=O)N(c2cc(C(C)(C)C)on2)C1c1ccc(C(C)C)cc1 (stereo not drawn) returned Furin inh -7, eIF4E 4G PPI 4[fluorescence artefact?], EBV gp42 inh -3, NCF1 inh -13, thrombin 1536 -8, Rad51 HR inh 0, Cl transport mod -2.9, KLK5 inh -6 and 14-3-3 Bad PPI 11[fluorescence artefact?].

Source: PubChem BioAssay (several laboratories)
